IL-1B inflam inh = blocks inflammasome-driven IL-1 beta release. THP-1 LPS/ATP IL-1B secretion, AlphaLISA, 16 h; hits give low values. activity change, % at 57.5 µM. hit rate 4.7% among 360,000. AID 743279; in the data active = activity change below about -50%; inconclusive = mostly about -30% to -49%; also: % is scaled to controls: 0 for no effect and ±100 for the full control effect
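THP-1 cells pretreated 1 hr with compounds (up to 57.5 uM final), then stimulated with LPS (250 ng/mL final) plus ATP (1.25 mM final); secreted IL-1B measured by AlphaLISA after 16 hr, decreased signal indicating inhibition.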
GLP1R cytotox = cytotoxic in the GLP-1 receptor inverse agonist counter-screen; HEK293 cAMP-luciferase reporter cells, luminescence, 24 h; Potency, µM (titrated, usually from 38.3 µM), for the others: at the top dose activity change, negative = inhibition, hits mostly inhibitors; hit rate 0.13% among 410,000;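 also: loss of luciferase light is scored as toxicity; potency is read from the fitted curve at half-maximal effect; % is scaled to controls: 0 for no effect and ±100 for the full control effect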
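Step one: seed cells (200 cells/uL, DMEM with 10% Nu serum, 1% pen-strep). Step two: 12-hour incubation at 37 deg C. Step three: pin 23 nL compound, incubate 24 hr. Step four: add luciferase reagent, read luminescence 12 min later.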
D3 ag = activates the human D3 dopamine receptor; D3R DiscoveRx beta-arrestin cells, luminescence, 90 min; max activation, %; hit rate 0.58% among 410,000; AID 652048; in the data active = max activation above about 30%; also: 0% is about no effect; mostly tested at two doses, the higher about 12 µM
Target sequence (P35462 whole entry, looked up): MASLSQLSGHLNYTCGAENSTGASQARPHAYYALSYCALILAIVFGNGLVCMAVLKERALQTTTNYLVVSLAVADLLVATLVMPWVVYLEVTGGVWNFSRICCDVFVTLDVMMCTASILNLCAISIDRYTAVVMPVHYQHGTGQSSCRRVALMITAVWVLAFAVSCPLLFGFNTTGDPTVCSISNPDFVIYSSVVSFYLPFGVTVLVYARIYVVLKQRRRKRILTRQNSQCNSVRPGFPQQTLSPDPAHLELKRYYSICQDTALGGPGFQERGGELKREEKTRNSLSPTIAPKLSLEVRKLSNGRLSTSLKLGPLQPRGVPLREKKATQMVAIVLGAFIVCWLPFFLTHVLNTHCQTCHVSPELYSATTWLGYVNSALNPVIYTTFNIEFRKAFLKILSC
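Cells at 1500/well, incubated overnight, then treated with pinned compounds (dopamine as control) for 90 min at 37 degrees C. DiscoveRx reagent added for 30 - 60 minutes at room temperature; luminescence read.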
HT1080NT lethal = kills 2HG-producing HT-1080-NT fibrosarcoma cells; Potency, µM (doses to about 46.1 µM), without a hit: at the top dose activity, negative = less viability, hits mostly cytotoxic; HT-1080-NT fibrosarcoma viability, CellTiter-Glo ATP luminescence, 48 h; hit rate 1.6% among 360,000; AID 686970;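 also: NT is the 2HG producing partner of a matched IDH1 knockdown line; potency is read from the fitted curve at half-maximal effect; 0% = DMSO-treated cells and -100% = media-only wells without cells; nearly all actives have a fitted effect of over 55% in size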
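Read-out is CellTiter-Glo luminescence after 10 minutes at room temperature, following 48 hours' compound treatment of HT-1080-NT cells (750 cells/well, RPMI, 5% FBS, 37 degrees C).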
SW480 rereplic = induces DNA re-replication in SW480 colon adenocarcinoma cells | SW480 DNA re-replication, Hoechst DNA content imaging, 48 h | Potency, µM (top dose mostly 46.1 µM), for the others: at the top dose re-replication activation, most hits filed as activators | hit rate 1.8% among 340,000 | AID 624297; also: potency is read from the fitted curve at half-maximal effect; % of control where 0% means no effect; nearly all actives have a fitted effect of over 55% in size
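Quantitative HTS format with DMSO vehicle controls; 48 hr drug incubation at 37 C, then 40 min Hoechst staining and scanning imager measurement at 405 nm excitation.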
KB-V1 MDR tox = kills drug-selected multidrug resistant KB-V1 cells; KB-V1 MDR cells viability, CellTiter-Glo, 72 h; Potency, µM (highest dose often 46.1 µM), inactives show top-dose activity change, negative = cytotoxicity, usual class: cytotoxic; hit rate 3.4% among 400,000; also: potency is read from the fitted curve at half-maximal effect; % is scaled to controls: 0 for no effect and ±100 for the full control effect; nearly all actives have a fitted effect of over 60% in size
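Following 72 h at 37 degrees C with compound, KB-V1 cell viability was read by CellTiter-Glo luminescence, medium being phenol-red-free DMEM plus 10% FBS; concentration-response parameters came from normalized, curve-fitted qHTS data.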
KB-3-1 cytotox = KB-3-1 parental cell cytotoxicity; KB-3-1 viability, CellTiter-Glo ATP luminescence, 72 h; Potency, µM (top dose mostly 46.1 µM), for inactives: at the highest dose activity change, negative = cytotoxic, usual class: cytotoxic; hit rate 1.4% among 400,000; also: potency is read from the fitted curve at half-maximal effect; % is scaled to controls: 0 for no effect and ±100 for the full control effect; nearly all actives have a fitted effect of over 60% in size
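Multi-concentration cytotoxicity screen in KB-3-1 cells grown in DMEM lacking phenol red with 10% FBS. After 72 h at 37 °C with compound, ATP-dependent luminescence was recorded.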
MCF10A rerep = inducers of DNA re-replication in MCF 10A breast cells. MCF 10A DNA re-replication, Hoechst nuclear intensity, 48 h. Potency, µM (highest dose often 46.1 µM), for the others: top-dose activity, positive = re-replication, hits mostly activators. hit rate 2.9% among 350,000. AID 624296; also: potency is read from the fitted curve at half-maximal effect; % of control where 0% means no effect; nearly all actives have a fitted effect of over 50% in size
HT1080 IDH1KD tx = HT-1080 IDH1 knockdown cell toxicity (counter line). HT-1080 IDH1 knockdown viability, ATP luminescence, 48 h. Potency, µM (highest dose often 46.1 µM), inactives show top-dose activity, negative = toxicity, hits mostly cytotoxic. hit rate 2% among 360,000. AID 686971;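 also: potency is read from the fitted curve at half-maximal effect; 0% = DMSO wells and -100% = cell-free medium wells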
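Using the IDH1-knockdown HT-1080 line run in the same batch and compound series as the NT line, viability after 48 h at 37 °C was determined by CellTiter-Glo luminescence and expressed as % activity.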
Numbers without * were called inactive; ? = inconclusive; · = not tested or not shown; & = joins results of further samples; [ ] = another dose, or the depositor's remark. Unless noted, calls follow the shape of the dose curve; as a rule, active = well fitted curve in the direction sought with a large enough effect; inconclusive = small, poorly fitted or top-dose-only effect, or another doubt; inactive = no such curve, though single readings can be large; an effect the other way counts as inactive or inconclusive.

SMILES	IL-1B inflam inh	GLP1R cytotox	D3 ag	HT1080NT lethal	SW480 rereplic	KB-V1 MDR tox	KB-3-1 cytotox	MCF10A rerep	HT1080 IDH1KD tx
O=C(COC(=O)c1c[nH]c2ccccc12)Nc1cccc(F)c1	-69*	4%	5	2%	14%	-22%	-11%	5%	-7%
COc1ccc(-c2cc(C(=O)OCC(=O)c3cccc(OC)c3)c3cccc(Cl)c3n2)cc1	·	-4%	-3	·	·	13%	15%	·	·
CC(C)CNC(=O)[C@H](Cc1ccccc1)NC(=O)c1cccs1	-5	-11%	-5	10%	-56%[inhibitor]	0%	-1%	-3%	-2%
COc1cccc(CNCc2cc(OC)cc(OC)c2)c1	?	-5%	-8	5%	-6%	4%	-3%	-5%	-6%
S=C(NC1CC2CCC1C2)N1CCN(c2cccc(Cl)c2)CC1 (stereo not drawn)	-9	1%	-2	?	-31%[inhibitor]	-19%	?	2%	-12%
CC(C)c1cc(C(N)=O)c(NC(=O)c2cccc(COc3ccc(Cl)cc3)c2)s1	?	15%	-5	-12%	?	?	-23%	?	-22%
COc1ccc(NC(=O)Nc2cccc3ccccc23)cc1OC	-22	-9%	-4	-23%	-1%	-21%	10%	25%	-3%
CCN(CC)C(=O)c1cn(CCC#N)nc1-c1ccc2ccccc2c1	-6	-11%	6	-2%	-5%[9.22 µM]	-22%	3%	-2%	0%
O=C(Nc1ccccc1Cl)C1CCN(S(=O)(=O)c2cccc3nonc23)CC1	-18	0%	-9	5%	-19%	?	-11%	-8%	4%
COc1ccc(OC)c(N(CC(=O)Nc2cccnc2)S(=O)(=O)c2ccc(C)cc2)c1	0	-44%	5	?	-1%	?	?	0%	?
O=[N+]([O-])c1ccccc1C(=Nc1ccccc1)c1c(O)cc(O)cc1O	0	0%	-9	-2%	·	11%	-17%	·	1%
CC1CC(C)CN(C(C)C(=O)Nc2cc(S(=O)(=O)N3CCCCC3)ccc2Cl)C1 (stereo not drawn)	-15	0%	-12	-5%	-5%	-5%	20%	-15%	-2%
O=C(Cn1c(=O)oc2cc(S(=O)(=O)N3CCCC3)ccc21)N1CCc2ccccc2C1	16	-21%	-2	0%	-2%	-1%	12%	3%	-1%
C=CCOc1ccc(CNn2c(C)n[nH]c2=S)cc1OC	17	-4%	-7	3%	-7%	0%	-1%	-4%	-4%
CCOC(=O)Cn1c(=O)n(CC2CCCO2)c2nc(-c3ccc(OC)cc3OC)nc(C(N)=O)c21 (stereo not drawn)	·	-2%	7	·	·	-25%	18%	·	·
O=C(NN=Cc1c(O)ccc2ccccc12)C1CC1	121	-19%	5	?	?	?	?	4%	12µM*
CSCc1ccc(C(=O)Nc2cccc(C)c2C)cc1	-12	-13%	-6	7%	-2%	0%	0%	-2%	3%
CCOc1ncccc1C(=O)OCC(=O)c1cc(C)n(Cc2ccco2)c1C	-5	-4%	-2	-3%	-1%	?	3%	1%	-9%
O=C(Oc1nsnc1N1CCOCC1)N1CCCC1	3	7%	-1	-10%	-1%	-2%	10%	-176%[0.0737 µM]	-21%
O=C(NC(=O)c1ccc(F)cc1F)Nc1ccc(Cl)cc1	-13	-10%	7	21%	-15%	0%	-2%	0%	24%
CCCC(=O)c1c[nH]c(C(=O)NCc2ccco2)c1	-2	-9%	9	5%	-12%	-1%	0%	2%	-2%[9.24 µM]
O=C(CCN1C(=O)c2ccc(Br)cc2C1=O)NC1CCCCC1	2	2%	7	8%	-2%	-5%	11%	0%	7%
COc1ccc(N(C)S(=O)(=O)c2ccc3c(c2)CCN3C(=O)CCC(=O)O)cc1	·	3%	5	·	·	5%	17%	·	·
O=S(=O)(c1ccccc1)c1nc(-c2ccco2)oc1NCc1cccnc1	?	71%[activator]	0	1%	-2%	?	-4%	1%	0%
COCCn1nc2cc(C(=O)NCc3cc(C(F)(F)F)cc(C(F)(F)F)c3)ccc2c1OC	?	-18%	-16	3%	0%	0%	12%	-17%	-1%

For convenience, part of the list above.
SMILES	IL-1B inflam inh	GLP1R cytotox	D3 ag	HT1080NT lethal	SW480 rereplic	KB-V1 MDR tox	KB-3-1 cytotox	MCF10A rerep	HT1080 IDH1KD tx
O=C(COC(=O)c1c[nH]c2ccccc12)Nc1cccc(F)c1	-69*	4%	5	2%	14%	-22%	-11%	5%	-7%
COc1ccc(-c2cc(C(=O)OCC(=O)c3cccc(OC)c3)c3cccc(Cl)c3n2)cc1	·	-4%	-3	·	·	13%	15%	·	·
CC(C)CNC(=O)[C@H](Cc1ccccc1)NC(=O)c1cccs1	-5	-11%	-5	10%	-56%[inhibitor]	0%	-1%	-3%	-2%
COc1cccc(CNCc2cc(OC)cc(OC)c2)c1	?	-5%	-8	5%	-6%	4%	-3%	-5%	-6%
S=C(NC1CC2CCC1C2)N1CCN(c2cccc(Cl)c2)CC1 (stereo not drawn)	-9	1%	-2	?	-31%[inhibitor]	-19%	?	2%	-12%
CC(C)c1cc(C(N)=O)c(NC(=O)c2cccc(COc3ccc(Cl)cc3)c2)s1	?	15%	-5	-12%	?	?	-23%	?	-22%
COc1ccc(NC(=O)Nc2cccc3ccccc23)cc1OC	-22	-9%	-4	-23%	-1%	-21%	10%	25%	-3%
CCN(CC)C(=O)c1cn(CCC#N)nc1-c1ccc2ccccc2c1	-6	-11%	6	-2%	-5%[9.22 µM]	-22%	3%	-2%	0%
O=C(Nc1ccccc1Cl)C1CCN(S(=O)(=O)c2cccc3nonc23)CC1	-18	0%	-9	5%	-19%	?	-11%	-8%	4%
COc1ccc(OC)c(N(CC(=O)Nc2cccnc2)S(=O)(=O)c2ccc(C)cc2)c1	0	-44%	5	?	-1%	?	?	0%	?
O=[N+]([O-])c1ccccc1C(=Nc1ccccc1)c1c(O)cc(O)cc1O	0	0%	-9	-2%	·	11%	-17%	·	1%
CC1CC(C)CN(C(C)C(=O)Nc2cc(S(=O)(=O)N3CCCCC3)ccc2Cl)C1 (stereo not drawn)	-15	0%	-12	-5%	-5%	-5%	20%	-15%	-2%

Other structures follow.
SMILES	IL-1B inflam inh	GLP1R cytotox	D3 ag	HT1080NT lethal	SW480 rereplic	KB-V1 MDR tox	KB-3-1 cytotox	MCF10A rerep	HT1080 IDH1KD tx
CCCC(=O)c1cc2c(cc1NC(=O)c1cccs1)OCCO2	18	-1%	0	8%	-7%	8%	-1%	?	4%
Cc1ccc(N2C(=O)N(CC(=O)c3cc(C)ccc3C)C(=O)C2C)cc1 (stereo not drawn)	-11	-22%	-1	-3%	15%	16µM*	?	?	10%
S=C(c1ccc(OCc2ccccc2)cc1)N1CCCC1	-5	2%	-8	-3%	-10%	-7%	-14%	1%	-16%
COC(=O)c1ccc(C(c2c(C)n(C)n(-c3ccccc3)c2=O)c2c(C)n(C)n(-c3ccccc3)c2=O)cc1	19	1%	-6	11%	1%	1%	1%	7%	9%
O=C(c1ccco1)N1CCN(C(=O)c2ccc(Br)o2)CC1	-14	1%	1	18%	·	-1%	12%	·	14%
Cc1noc(C)c1C(=O)OCC(=O)NCc1ccccc1	7	-7%	9	9%	-35%	0%	5%	5%	2%
CC1(C)C(=O)Nc2ccccc2N1C(=O)COC(=O)Cc1c(F)cccc1Cl	-5	-8%	3	6%	-4%	-25%	9%	-2%	1%
COCCN(CCOC)S(=O)(=O)c1ccc(C(=O)Nc2nnc(CSC)o2)cc1	-5	6%	-1	-6%	-5%	-6%	3%	8%	-3%
O=C(Nc1ccc(Oc2ccccc2)cc1)C1CCN(S(=O)(=O)c2ccccc2)CC1	·	-13%	4	·	·	6.5µM*	?	·	·
Cc1ccc(S(=O)(=O)N2CCCCC2)cc1NC(=O)COC(=O)CNC(=O)c1cc(Cl)cc([N+](=O)[O-])c1	-5	1%	5	21%	-8%&2%	7%	6%	11%&6%	17%
COc1ccc(CCNC(=O)c2ccc(OCc3c(C)noc3C)c(OC)c2)cc1	33	-2%	0	-5%	-2%	-1%	-8%	7%	-2%
O=C(NCc1cccc(F)c1)c1ccc2nc(N3CCCCC3)sc2c1	·	-7%	-8	·	·	?	3%	·	·
CCN(CCNC(=O)c1ccc(CSc2nc3ccncc3[nH]2)cc1)c1ccccc1	36	-15%	0	0%	-7%	9%	9%	?	5%
CCCNC(=O)C1(C)CCCN(C(=O)c2ccc(C)c(F)c2)C1 (stereo not drawn)	0	2%	0	22%	·	-1%	0%	·	7%
CC(C)(C)c1ccc(-c2nc(-c3ccncc3)no2)cc1	51	1%	6	-4%	0%	16µM*	?	?	?
CCn1c(SCC(=O)O)nnc1-c1ccc2[nH]c(C)c(C)c2c1	-7	21%	-20	22%	2%	-5%	-2%	?	3%
CC(=O)c1ccc(NC(=O)COc2ccccc2-c2nc(-c3ccccc3)no2)cc1	·	17%	7	·	·	?	18%	·	·
O=C1C=CC(=O)N1Cc1ccccc1	-73*	-2%	-111	2.6µM*	?	13%	?	?	18µM*
CC1CCC2(CC1)NC(=O)N(CC(=O)Nc1cccc(C#N)c1)C2=O (stereo not drawn)	0	-4%	-3	-8%	-1%	0%	-1%	3%	-4%
